High-throughput results (PubChem BioAssay)
TEAD-YAP block – TEAD-YAP interaction inhibition. 1.4% of 640,000 active. HEK-TIYL cells, TEAD-Gal4/YAP UAS-luciferase luminescence. inhibition, % at 9.12 µM; in the data active = inhibition above about 32%;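 also: 0% = median of test compound wells and 100% = reference inhibitor wells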
GPR151 activ – activators of human GPR151; Q8TDV0; activation, % at 11.2 µM; 1% of 650,000 active; PathHunter beta-arrestin GPR151 cells, luminescence; in the data active = activation above about 4.9%;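 also: 0% = median of compound wells and 100% = cells with positive control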
Target sequence (Q8TDV0 whole entry, looked up): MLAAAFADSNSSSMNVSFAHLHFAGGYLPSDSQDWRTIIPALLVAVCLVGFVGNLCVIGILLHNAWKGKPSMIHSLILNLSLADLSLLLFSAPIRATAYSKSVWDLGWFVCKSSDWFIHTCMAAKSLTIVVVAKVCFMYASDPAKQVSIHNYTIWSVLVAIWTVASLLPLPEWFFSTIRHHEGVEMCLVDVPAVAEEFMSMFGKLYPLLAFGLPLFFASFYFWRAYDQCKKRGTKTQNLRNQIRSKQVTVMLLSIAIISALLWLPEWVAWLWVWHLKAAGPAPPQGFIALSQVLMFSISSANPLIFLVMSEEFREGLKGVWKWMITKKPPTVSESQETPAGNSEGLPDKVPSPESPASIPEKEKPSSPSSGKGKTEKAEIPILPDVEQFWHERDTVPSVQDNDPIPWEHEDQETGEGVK
FBW7 act – activators of human E3 ligase FBW7; AlphaScreen FBW7–phospho-cyclin E peptide binding, activator screen; Q969H0; normalized activity (activation), % at 26.1 µM; 0.13% of 650,000 active; in the data active = normalized activity above about 1.9%;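 also: purified mutant Fbw7 with reduced substrate affinity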
Target sequence (Q969H0 whole entry, looked up): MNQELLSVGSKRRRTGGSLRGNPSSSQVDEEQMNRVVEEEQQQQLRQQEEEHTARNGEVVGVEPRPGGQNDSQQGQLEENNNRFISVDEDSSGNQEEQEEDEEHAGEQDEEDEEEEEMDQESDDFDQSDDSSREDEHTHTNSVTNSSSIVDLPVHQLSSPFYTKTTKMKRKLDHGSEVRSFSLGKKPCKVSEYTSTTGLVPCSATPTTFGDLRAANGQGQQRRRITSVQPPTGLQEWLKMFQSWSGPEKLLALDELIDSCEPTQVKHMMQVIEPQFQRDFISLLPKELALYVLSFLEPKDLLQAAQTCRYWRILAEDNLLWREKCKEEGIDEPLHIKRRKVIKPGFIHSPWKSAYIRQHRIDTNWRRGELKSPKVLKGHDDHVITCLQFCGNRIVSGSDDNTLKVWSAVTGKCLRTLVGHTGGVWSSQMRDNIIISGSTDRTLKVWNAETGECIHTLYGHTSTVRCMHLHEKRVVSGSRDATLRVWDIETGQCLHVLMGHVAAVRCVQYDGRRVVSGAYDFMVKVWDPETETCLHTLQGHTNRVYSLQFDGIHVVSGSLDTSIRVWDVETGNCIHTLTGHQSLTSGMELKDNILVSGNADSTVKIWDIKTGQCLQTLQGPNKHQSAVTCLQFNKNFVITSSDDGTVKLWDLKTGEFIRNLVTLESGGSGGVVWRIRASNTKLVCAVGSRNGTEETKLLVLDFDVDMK
MITF inh – blocks human microphthalmia-associated transcription factor; inhibition, % at 2.6 µM; 0.91% of 650,000 active; O75030; AlphaScreen MITF homodimerization, bead proximity signal; in the data active = inhibition above about 50%;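 also: 0% = vehicle wells with protein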
Starred values were filed as active, the others as inactive.

O=C(NCCCN1CCCC1=O)c1ccccc1Nc1ccnc(Nc2ccc(N3CCOCC3)cc2)c1 was read as TEAD-YAP block -2, GPR151 activ -0.4, FBW7 act 0.1 and MITF inh -9.
For O=C(N/N=C/c1ccc2c(c1)OCCO2)C(=O)Nc1ccc(F)cc1 the results were TEAD-YAP block 7, GPR151 activ -0.2, FBW7 act 0.1 and MITF inh 11.
`COC(=O)C1=C(C)NC2=C(C(=O)CCC2)C1c1ccccc1I` (stereo unspecified) gave TEAD-YAP block 3, GPR151 activ 0.3, FBW7 act 0.0 and MITF inh 7.
`CCN(CC)C(=O)C1CCCN(c2nc3c(NCCCN4CCCC4=O)ncnc3n2C(C)C)C1` (stereo unspecified) gave TEAD-YAP block -1, GPR151 activ 0.9, FBW7 act 0.1 and MITF inh -7.
`CCc1ccccc1N(C)S(=O)(=O)c1ccc2[nH]cc(C(=O)NCC(OC)OC)c(=O)c2c1` gave TEAD-YAP block 4, GPR151 activ -0.4, FBW7 act -0.1 and MITF inh 2.
Screening Cc1cc(NCc2cccc(C(F)(F)F)c2)nc(NCc2cccnc2)n1 returned TEAD-YAP block 16, GPR151 activ 1.8, FBW7 act -0.1 and MITF inh 8.
`CCOC(=O)c1sc(NC(=S)NC(=O)c2cccc(C)c2)nc1C` gave TEAD-YAP block -5, GPR151 activ 0.5, FBW7 act 0.0 and MITF inh -14.
For Cc1[nH]c2ccccc2c1C(c1ccccn1)N1CCN(CCO)CC1 (stereo unspecified) the results were TEAD-YAP block 2, GPR151 activ 1.1, FBW7 act -0.2 and MITF inh 19.
`CCOc1ccc(OCCn2cnc3c(N)ncnc32)cc1` gave TEAD-YAP block -23, GPR151 activ 0.1, FBW7 act 0.0 and MITF inh -2.
Screening COc1ncccc1C(=O)N1CCc2nnc(C(NC(=O)c3ccoc3)C(C)C)n2CC1 (stereo unspecified) returned TEAD-YAP block 11, GPR151 activ -0.5, FBW7 act 0.0 and MITF inh 12.
`CNC(=O)C(=O)NCC1OCCN1S(=O)(=O)c1ccc(F)cc1` (stereo unspecified) gave TEAD-YAP block -3, GPR151 activ 0.0, FBW7 act -0.1 and MITF inh -8.
For COc1ccccc1C(=O)N1CCN2C(=O)[C@H](COCc3ccccc3)NC(=O)[C@H]2C1 the results were TEAD-YAP block 4, GPR151 activ 1.5, FBW7 act 0.1 and MITF inh -2.
CC(=O)c1cccc(NC(=O)C(=O)NC2CC2)c1 was read as TEAD-YAP block -5, GPR151 activ -0.3, FBW7 act 0.0 and MITF inh -7.
For COC(=O)[C@H]1CN(C(=O)c2cnn(C(C)C)c2)C[C@@H]1c1ccc(F)cc1 the results were TEAD-YAP block 3, GPR151 activ 5.7*, FBW7 act -0.1 and MITF inh -10.
CC(=S)Nc1nc2c(ccc3ccccc32)s1 was read as TEAD-YAP block -19, GPR151 activ 2.3, FBW7 act 0.3 and MITF inh -2.
Screening O=C(NCc1ccccc1)c1ccc2nc3[nH]c4ccccc4c3nc2c1 returned TEAD-YAP block -44, GPR151 activ -0.2, FBW7 act -0.1 and MITF inh -5.
NC(=O)COC(=O)c1cc(S(=O)(=O)N2CCCC2)ccc1O was read as TEAD-YAP block 7, GPR151 activ 0.5, FBW7 act -0.1 and MITF inh 2.
For O=C(NCc1cccnc1)c1cc(Sc2ccc(Cl)cc2)nc2ccccc12 the results were TEAD-YAP block 22, GPR151 activ 0.6, FBW7 act -0.1 and MITF inh 7.
C=CCOC(=O)C1=C(C)OC(N)=C(C#N)C1c1cc(OC)c(OC)c(OC)c1 (stereo unspecified) was read as TEAD-YAP block 11, GPR151 activ -0.9, FBW7 act 0.5 and MITF inh 0.
For Cc1ccc(C(=O)NCC(c2ccco2)N2CCOCC2)cc1 (stereo unspecified) the results were TEAD-YAP block -1, GPR151 activ 1.8, FBW7 act -0.1 and MITF inh -4.
Screening CC(C)(C)NC(=O)CCSc1nnc(-c2ccncc2)o1 returned TEAD-YAP block -1, GPR151 activ 0.1, FBW7 act 0.2 and MITF inh 15.
`COc1ccc(C2=N/C(=C\c3cccc(F)c3)C(=O)O2)c(Cl)c1` gave TEAD-YAP block 6, GPR151 activ 1.5, FBW7 act 0.1 and MITF inh 9.
`CCOC(=O)c1sc2nc(C)n(CC(=O)Nc3ccc(C)cc3)c(=O)c2c1C` gave TEAD-YAP block 4, GPR151 activ -0.1, FBW7 act 0.5 and MITF inh 18.
`Cc1ccccc1C(=O)/C=c1\[nH]c(=O)/c(=C\c2cccc(O)c2)s1` gave TEAD-YAP block 57*, GPR151 activ 0.3, FBW7 act -0.2 and MITF inh 4.
Screening CC(C)N(CCNC(=O)c1cccc(Nc2ccc3ncccc3c2)n1)C(C)C returned TEAD-YAP block 2, GPR151 activ 0.0, FBW7 act 0.1 and MITF inh 10.
CCN(CC)c1ccc(C(=O)Nc2nc3c(s2)C(=O)CC(C)(C)C3)cc1 was read as TEAD-YAP block 1, GPR151 activ 5.2*, FBW7 act 0.0 and MITF inh 1.
For COc1ccc(-c2ccc(C(=S)N3CCN(c4ccccc4C)CC3)o2)cc1 the results were TEAD-YAP block -2, GPR151 activ -0.2, FBW7 act 0.1 and MITF inh 12.
COCCN1Cc2cccc(C(=O)Nc3ccccc3C(F)(F)F)c2C1=O was read as TEAD-YAP block 9, GPR151 activ 0.3, FBW7 act 0.0 and MITF inh 2.
Screening COc1ccc(/C=C/c2nc(-c3ccccc3O)n(-c3ccccc3)n2)cc1OC returned TEAD-YAP block -4, GPR151 activ -0.5, FBW7 act 0.7 and MITF inh 5.
CC1CCCN(C(=O)Cn2c(=S)[nH]c3ccccc3c2=O)C1 (stereo unspecified) was read as TEAD-YAP block -10, GPR151 activ 0.1, FBW7 act 0.0 and MITF inh 15.
Screening Cc1nc(N=Nc2ccc(C(=O)O)cc2)c(COP(=O)(O)O)c(C=O)c1O returned TEAD-YAP block -6, GPR151 activ -1.9, FBW7 act 0.0 and MITF inh -2.
Cc1nnc(NC(=O)CSc2ncn(-c3ccccc3)n2)s1 was read as TEAD-YAP block 2, GPR151 activ -0.1, FBW7 act 0.9 and MITF inh 7.
CCOC(=O)/C(C=Nc1cc(Cl)cc(Cl)c1)=C(\C)O was read as TEAD-YAP block 5, GPR151 activ -0.9, FBW7 act 0.1 and MITF inh 4.
`COCCCN1C(=S)NC2c3ccccc3OC1(C)C2C(=O)Nc1ccc(OC)cc1` (stereo unspecified) gave TEAD-YAP block -4, GPR151 activ -0.5, FBW7 act 0.1 and MITF inh 12.
Cc1ccc(NC(=O)c2ccc3c(c2)C(=O)N(c2ccccc2C)C3=O)cc1 was read as TEAD-YAP block 2, GPR151 activ 0.2, FBW7 act 0.0 and MITF inh -1.
For CN1CCN(C(=O)c2ccc3ccccc3c2)CC1 the results were TEAD-YAP block -10, GPR151 activ 0.9, FBW7 act -0.2 and MITF inh -6.
O=C(O)CCc1nn2cc(-c3ccccc3)nc2[nH]c1=O was read as TEAD-YAP block 2, GPR151 activ 0.9, FBW7 act 0.6 and MITF inh 4.
COc1ccccc1NC(=O)C(=O)NCCc1ccc(S(N)(=O)=O)cc1 was read as TEAD-YAP block -1, GPR151 activ -0.5, FBW7 act -0.1 and MITF inh 6.
For O=C(NCCn1ccc2ccccc21)c1ccc(Cl)c([N+](=O)[O-])c1 the results were TEAD-YAP block 8, GPR151 activ 0.9, FBW7 act -0.3 and MITF inh 4.
Screening CCOc1cc(Cl)c(S(=O)(=O)NCc2ccccn2)cc1Cl returned TEAD-YAP block 3, GPR151 activ -0.3, FBW7 act 0.1 and MITF inh 4.

Arranged by length of the SMILES (rising): some entries from above
CCOC(=O)/C(C=Nc1cc(Cl)cc(Cl)c1)=C(\C)O was read as TEAD-YAP block 5, GPR151 activ -0.9, FBW7 act 0.1 and MITF inh 4.
For O=C(N/N=C/c1ccc2c(c1)OCCO2)C(=O)Nc1ccc(F)cc1 the results were TEAD-YAP block 7, GPR151 activ -0.2, FBW7 act 0.1 and MITF inh 11.
For COc1ccc(-c2ccc(C(=S)N3CCN(c4ccccc4C)CC3)o2)cc1 the results were TEAD-YAP block -2, GPR151 activ -0.2, FBW7 act 0.1 and MITF inh 12.
Cc1ccc(NC(=O)c2ccc3c(c2)C(=O)N(c2ccccc2C)C3=O)cc1 was read as TEAD-YAP block 2, GPR151 activ 0.2, FBW7 act 0.0 and MITF inh -1.
`CCN(CC)C(=O)C1CCCN(c2nc3c(NCCCN4CCCC4=O)ncnc3n2C(C)C)C1` (stereo unspecified) gave TEAD-YAP block -1, GPR151 activ 0.9, FBW7 act 0.1 and MITF inh -7.

(listing goes on)
`OC(CN1CCN(Cc2ccccc2)CC1)Cn1c2ccc(Cl)cc2c2cc(Cl)ccc21` (stereo unspecified) gave TEAD-YAP block 11, GPR151 activ -1.2, FBW7 act 0.2 and MITF inh 11.
CCOc1cc(/C=N/N2CCOCC2)ccc1OCc1ccc(Cl)cc1 was read as TEAD-YAP block 6, GPR151 activ -2.0, FBW7 act 0.0 and MITF inh -4.
Screening COc1ccc(OC)c(C(=O)Cc2cc3c(ccc4ccccc43)oc2=O)c1 returned TEAD-YAP block -6, GPR151 activ -0.6, FBW7 act 0.4 and MITF inh 3.
CCOC(=O)N1N=C(c2ccccc2)CC1(O)C(F)(F)F (stereo unspecified) was read as TEAD-YAP block -67, GPR151 activ 1.4, FBW7 act 0.2 and MITF inh -1.
Screening Cc1ccnc(NC(=S)NC(=O)c2ccccc2)c1 returned TEAD-YAP block 34*, GPR151 activ 0.6, FBW7 act 0.1 and MITF inh -3.
`CC(=O)Nc1ccc(S(=O)(=O)N2CCN(S(C)(=O)=O)CC2)cc1` gave TEAD-YAP block -8, GPR151 activ -0.2, FBW7 act 0.1 and MITF inh 5.
Cc1ccc2c(c1)CC(c1nc3ccc(-c4ccnc(N)n4)cc3o1)CO2 (stereo unspecified) was read as TEAD-YAP block 3, GPR151 activ -0.6, FBW7 act -0.3 and MITF inh 2.
N#Cc1ccc(C(=O)Nc2nc(-c3cccs3)cs2)cc1 was read as TEAD-YAP block 9, GPR151 activ -1.1, FBW7 act 0.0 and MITF inh 1.
For Nc1c(C(=O)NCc2ccccc2)nnn1Cc1cccc(C(F)(F)F)c1 the results were TEAD-YAP block 48*, GPR151 activ 0.2, FBW7 act -0.1 and MITF inh -11.
Screening COc1cc(Nc2nc(-c3cccc(N)c3)nc3nc[nH]c23)cc(OC)c1OC returned TEAD-YAP block 9, GPR151 activ -1.3, FBW7 act 0.3 and MITF inh -3.
Screening COc1ccccc1CNCc1ccccc1 returned TEAD-YAP block -7, GPR151 activ 0.9, FBW7 act 0.0 and MITF inh -9.
Screening Cc1cc(C)nc(SCC(=O)Nc2ccc(S(=O)(=O)N3CCCCC3)cc2)n1 returned TEAD-YAP block 4, GPR151 activ 0.8, FBW7 act 0.2 and MITF inh -1.
`COc1ccc2cc(C(N)=O)c(=Nc3ccc(C(F)(F)F)cc3)oc2c1` gave TEAD-YAP block 2, GPR151 activ -1.1, FBW7 act -0.1 and MITF inh -5.
`O=C(Nc1ccc(F)c(Cl)c1)NC1CCCCC1` gave TEAD-YAP block -33, GPR151 activ 0.0, FBW7 act -0.1 and MITF inh -1.
`Cc1nc(NCCCN2CCOCC2)cc(-c2cncc(Br)c2)n1` gave TEAD-YAP block -49, GPR151 activ -0.5, FBW7 act -0.1 and MITF inh 7.
CCc1ccc(C2Nc3ccccc3C(=O)N2c2ccc(N(C)C)cc2)cc1 (stereo unspecified) was read as TEAD-YAP block -22, GPR151 activ 0.5, FBW7 act 0.2 and MITF inh 10.
Screening Cc1c(C(=O)NC2CCCCCC2)sc2ncnc(N3CCCCC3C)c12 (stereo unspecified) returned TEAD-YAP block -20, GPR151 activ 0.9, FBW7 act -0.1 and MITF inh -17.
`COc1ccc2nc3sc(C(=O)N4CCCC(C)C4)c(N)c3cc2c1` (stereo unspecified) gave TEAD-YAP block -16, GPR151 activ 0.5, FBW7 act -0.1 and MITF inh 7.
For CCc1c(C)sc(NC(=O)CCCn2cnc([N+](=O)[O-])n2)c1C#N the results were TEAD-YAP block 0, GPR151 activ -1.5, FBW7 act 0.5 and MITF inh -8.
CC1=CC2=NC(=O)/C(=C\c3ccc(OC(=O)c4ccc(F)cc4)cc3)C(=N)N2O1 was read as TEAD-YAP block -12, GPR151 activ -0.9, FBW7 act -0.1 and MITF inh -2.

Grouped by structure: the entries above with a cyano group.
C=CCOC(=O)C1=C(C)OC(N)=C(C#N)C1c1cc(OC)c(OC)c(OC)c1 (stereo unspecified) was read as TEAD-YAP block 11, GPR151 activ -0.9, FBW7 act 0.5 and MITF inh 0.
N#Cc1ccc(C(=O)Nc2nc(-c3cccs3)cs2)cc1 was read as TEAD-YAP block 9, GPR151 activ -1.1, FBW7 act 0.0 and MITF inh 1.
For CCc1c(C)sc(NC(=O)CCCn2cnc([N+](=O)[O-])n2)c1C#N the results were TEAD-YAP block 0, GPR151 activ -1.5, FBW7 act 0.5 and MITF inh -8.

Going on with the list.
CC(=O)c1ccc(Nc2ncnc3ccc(Br)cc23)cc1 was read as TEAD-YAP block -3, GPR151 activ 0.7, FBW7 act 0.0 and MITF inh 7.
Screening CC1(C)c2ccccc2N2CC(=O)N(Cc3ccccc3)C21/C=C/c1ccc(F)cc1 (stereo unspecified) returned TEAD-YAP block 12, GPR151 activ -0.4, FBW7 act 0.0 and MITF inh 18.
CC1C(C(=O)N(C=O)c2cccc([N+](=O)[O-])c2)C2C=CC1C21CC1 (stereo unspecified) was read as TEAD-YAP block -2, GPR151 activ 1.7, FBW7 act -0.1 and MITF inh -1.
`CC(=O)c1cccc(NS(=O)(=O)c2ccccc2)c1` gave TEAD-YAP block -5, GPR151 activ 0.9, FBW7 act -0.1 and MITF inh -1.
Screening Oc1ccc(CCNc2cc(N3CCC(N4CCOCC4)CC3)ncn2)cc1 returned TEAD-YAP block -5, GPR151 activ -0.8, FBW7 act 0.0 and MITF inh 6.
